UDG counterscr: Primary qHTS assay for inhibitors of Activation Induced Cytidine Deaminase (AID): UDG Counterscreen signal | Uracil-DNA glycosylase | FRET deamination/UDG coupled assay, UDG read, 4 h | Potency, µM (highest dose often 115 µM), without a hit: at the top dose activity change, negative = inhibition, hits mostly inhibitors | actives 0.14% (n = 91,000) | AID 1347430, 2020; also: nearly all actives have a fitted effect of over 65% in size
AID inh: Primary qHTS assay for inhibitors of Activation Induced Cytidine Deaminase (AID): AID signal | Single-stranded DNA cytosine deaminase (Homo sapiens), Q9GZX7 | AID deamination FRET fluorescence, UDG-coupled, 4 h | Potency, µM (doses to about 115 µM), for the others: at the highest dose activity change, negative = inhibition, hits mostly inhibitors | actives 0.32% (n = 91,000); also: nearly all actives have a fitted effect of over 25% in size
Target sequence (Q9GZX7 whole entry, looked up): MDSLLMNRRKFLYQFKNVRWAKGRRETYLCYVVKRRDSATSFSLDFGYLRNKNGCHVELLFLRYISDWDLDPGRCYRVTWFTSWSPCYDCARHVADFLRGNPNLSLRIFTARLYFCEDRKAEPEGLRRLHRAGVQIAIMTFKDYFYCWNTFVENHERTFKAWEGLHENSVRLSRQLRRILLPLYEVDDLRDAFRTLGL
The depositor's hits bear a star; ? = inconclusive; [ ] = another dose, or the depositor's remark. Calls follow the shape of the dose curve; as a rule, active = well fitted curve in the direction sought with a large enough effect; inconclusive = small, poorly fitted or top-dose-only effect, or another doubt; inactive = no such curve, though single readings can be large; an effect the other way counts as inactive or inconclusive. % is scaled to controls: 0 for no effect and ±100 for the full control effect; potency is read from the fitted curve at half-maximal effect.

compound,AID inh,UDG counterscr
Cn1cc(S(=O)(=O)c2ccc(Cl)cc2)c(=O)c2cc(F)c(N3CCCC3)cc21,-13.0%,-28.3%
Cc1cc(C)c2oc(-c3cc(NC(=O)c4ccco4)cc(C)c3O)nc2c1,9.1%,8.4%
COc1nnc(-c2ccc(N3CCCCC3)c(NC(=O)c3ccc(C)cc3)c2)c2ccccc12,6.6%,-2.4%
CCN1CCc2c(sc(NC(=O)c3ccc(S(=O)(=O)N(CCOC)CCOC)cc3)c2C(N)=O)C1,373.7%[activator],5.5%
CNC(=O)CSc1ccccc1OC,-1.0%,-0.9%
COc1ccc(N(CC(=O)N2CCN(c3ccccc3F)CC2)S(=O)(=O)c2c(C)n[nH]c2C)cc1,-28.5%,-16.5%
O=C(NCC(O)c1ccccc1)c1ccc(CNS(=O)(=O)c2ccccc2)cc1 (stereo not given),2.5%,-1.0%
CC(C)C(=O)NC1CC(=O)N(c2ccc3c(c2)OCCO3)C1 (stereo not given),7.0%,-4.3%
Cc1ccccc1NC(=O)CCn1nc(-c2ccc(Cl)cc2)c2ccccc2c1=O,-13.0%,7.0%
CCCN(C(=O)C(=O)Nc1ccc2nc3n(c(=O)c2c1)CCCCC3)c1ccc(OCC)cc1,-5.4%,-8.4%[57.5 µM]
CC(=O)Nc1ccc(NC(=O)c2nccnc2-c2nc3ccccc3s2)cc1Cl,13.2%,-6.3%
Cc1ccc(CN(Cc2cccn2-c2nnc(N3CCCC3=O)s2)C(=O)Nc2ccccc2C(F)(F)F)cc1,8.1%,-1.5%
CCOC(=O)c1cccc(NC(=O)c2ccc3c(c2)nnn3C2CCCC2)c1,-29.6%,-18.7%[57.5 µM]
CSCC(=O)NC(=O)NCc1ccco1,-7.2%,-6.5%
O=C(CN1CCCC1c1ccc2c(c1)OCCCO2)Nc1cccc(Cl)c1Cl (stereo not given),?,-12.1%
CSc1ccc(/C=[N+](/[O-])c2ccccc2)cc1,7.7%,-16.2%
CCc1nc2ccc(C(=O)NCCc3ccccc3OC)cc2nc1CC,?,?
Cc1ccc(-n2c3c(cc(-c4nc(-c5ccc(Cl)cc5)cs4)c2=O)C(=O)CC(C)(C)C3)cc1C,-0.7%,5.7%
CCc1ccccc1NC(=O)Cn1cnc2c(cnn2-c2cc(Cl)ccc2C)c1=O,7.5%,4.6%
CCOc1ccc(/C=C/C(=O)Nc2sc3c(c2C(=O)OC)C(C(=O)OC)CC3)cc1 (stereo not given),1.4%,4.5%

Part of the list above in another layout.
> COc1nnc(-c2ccc(N3CCCCC3)c(NC(=O)c3ccc(C)cc3)c2)c2ccccc12
  AID inh: 6.6%
  UDG counterscr: -2.4%

> CSc1ccc(/C=[N+](/[O-])c2ccccc2)cc1
  AID inh: 7.7%
  UDG counterscr: -16.2%

(next part)
compound,AID inh,UDG counterscr
COCCN1C(=O)c2[nH]nc(-c3cc(C)ccc3O)c2C1c1ccc(C(C)C)cc1 (stereo not given),2.6%,7.1%
COc1ccc(C(=O)NC2(C(F)(F)F)C(=O)NC(C)=C2C#N)cc1 (stereo not given),?,1.6%
CCC1CCC/C1=N\NC(=O)c1ccncc1 (stereo not given),15.2%,-7.3%
CCOc1ccccc1Oc1c(C(F)(F)F)oc2cc(OC(=O)C(C)C)ccc2c1=O,-4.5%,8.0%
COCCCNc1oc(-c2ccc(COc3ccc(Cl)cc3)o2)nc1C#N,3.6%,-18.1%
COc1cc(OC)cc(N2C(=O)N(CC(=O)c3ccc(F)cc3)c3ccccc3S2(=O)=O)c1,-5.8%,4.0%
Cc1cccc(CN2CCN(CC(=O)NCCc3ccc(Cl)cc3)C2=O)c1,-13.9%,5.0%
CCN(C)Cc1cccc(CNC(=O)NC2CC2)c1,-3.9%,-4.2%
CCCC(=O)NCC1CC2c3ccccc3C1c1ccccc12 (stereo not given),4.9%,8.2%
Cc1ccc2c(CC(=O)Nc3cccc(Cl)c3C)coc2c1,-11.6%,-12.8%
CCOC(=O)C1=C(CS(=O)(=O)c2cccc(C(F)(F)F)c2)NC(=O)NC1c1cccc(OC)c1 (stereo not given),-2.5%,-4.4%
Cc1cc(C(=O)OCC(=O)Nc2cc(F)ccc2F)c2ccccc2n1,10.0%,-2.3%
CC(Cn1cccn1)NC(=O)c1cc(Cl)c2c(c1)OCCO2 (stereo not given),-5.7%,2.5%
COc1ccc(-c2ccc(CCC(=O)O)n2-c2cc(Cl)ccc2O)cc1,-0.7%,7.1%
COc1cccc(CNC(=O)c2nc(-c3ccccc3)oc2C)c1,-7.3%,-3.3%
O=C(NCCc1csc2nc(-c3ccc(F)cc3)nn12)c1cccc(C(F)(F)F)c1,-19.6%,-2.2%
Cc1cccc(Cc2c(C)nc3nc(SCc4ccccc4F)nn3c2C)c1,-16.6%,-16.4%
O=C(CSc1nccc(-c2ccc(F)cc2)n1)Nc1ccc(OC(F)F)cc1,9.2%,-2.3%
CSc1ccc(/C=N/Nc2ccc(Cl)cc2)cc1,-10.4%,-13.5%
Cc1csc2nc(COc3ccc(-c4ccccc4)cc3Cl)cc(=O)n12,-2.9%,-11.6%
COc1ccc(N2C(=O)c3ccccc3NC2c2ccc(OC)c(CN3CCOCC3)c2)cc1 (stereo not given),-4.4%,-3.2%
COc1ccc(-c2nc3ccccc3s2)cc1NC(=O)c1cccc(F)c1,3.2%,-3.7%
Cc1cc(C)c(NC(=O)c2csc3c2CCCC3)c(C)c1,-9.2%,3.5%
Nc1nonc1C(=O)NCCNCc1ccc(Cl)c(Cl)c1,21.3%,9.7%
NNc1ncnc2ccc([N+](=O)[O-])cc12,-13.9%,-10.0%
Cc1cc(-c2ccc(S(=O)(=O)Nc3ccc(Cl)cc3C)cc2)on1,-17.6%,2.4%[57.5 µM]
CCOc1cc2[nH]c(=O)n(CCCC(=O)N3CCN(c4cccc(Cl)c4)CC3)c(=O)c2cc1OCC,-5.1%,7.1%
COc1ccc(Oc2cc(CNS(=O)(=O)N3CCOCC3)ccn2)cc1,-26.0%,-13.5%
COc1cc(C(CC(=O)Nc2ccc(C)c(F)c2)N2Cc3ccccc3C2=O)cc(OC)c1OC (stereo not given),2.4%,-10.8%
FC(F)(F)c1cccc(-c2csc(-c3ccncc3)n2)c1,-14.2%,-9.5%
CCn1c(SCc2ccc(F)cc2Cl)nnc1-c1ccccn1,-5.6%,-7.4%
CCc1ccc(OCc2nnc(SCc3cccc(C(F)(F)F)c3)n2CC(C)C)cc1,?,-11.6%
CCOc1ccc2nc(N3CCCC(C(=O)Nc4ccc(CC)cc4)C3)sc2c1 (stereo not given),-5.9%,1.9%
COc1ccc(NC(=O)CN2CCN(Cc3ccc(F)cc3)S2(=O)=O)cc1Cl,-17.5%,2.9%
CCS(=O)(=O)N1CCc2cc(C(=O)NCCc3ccccc3)ccc21,10.0%,-21.3%
O=C(NCc1ccc(F)cc1)c1nnc(Cc2cccc(F)c2)o1,9.3%,-1.4%
Cc1ccccc1C(OCCN(C)C)c1ccccc1 (stereo not given),0.1%,-11.6%
CCn1nnnc1SCc1cc(=O)oc2cc(C)ccc12,3.8%,5.4%
CC(=O)Nc1ccc(NC(=O)CN2C(=O)CC(c3ccco3)Sc3ccccc32)cc1 (stereo not given),5.8%,-2.3%
CC(=O)Nc1ccc(C)c(NC(=O)c2nc(-c3ccccc3)oc2C)c1,11.3%,0.8%

2 records drawn at random from the list so far, as already listed:
compound,AID inh,UDG counterscr
CCS(=O)(=O)N1CCc2cc(C(=O)NCCc3ccccc3)ccc21,10.0%,-21.3%
Cc1ccccc1C(OCCN(C)C)c1ccccc1 (stereo not given),0.1%,-11.6%

Individual results from the results shown:
`COc1ccc(-c2nc3ccccc3s2)cc1NC(=O)c1cccc(F)c1` in UDG counterscr: -3.7%
`CCc1ccc(OCc2nnc(SCc3cccc(C(F)(F)F)c3)n2CC(C)C)cc1` in UDG counterscr: -11.6%

Remaining list, next part.
compound,AID inh,UDG counterscr
COc1ccc(OC)c(CCNC(=O)C(CCS(C)(=O)=O)N2Cc3ccccc3C2=O)c1 (stereo not given),-0.8%,-2.8%
COc1cc(C)ccc1OC(=O)C(C)Oc1ccc(Cl)cc1Cl (stereo not given),0.5%,3.8%
Cc1ccc(-c2cnc(CCC(=O)Nc3ccc(F)cc3)o2)cc1C,-7.6%,-3.5%
CCOC(=O)c1c(S(=O)(=O)N2CCCC(C(=O)Nc3ncccc3C)C2)c(C)n(C)c1C (stereo not given),-2.8%,40.4%[activator]
COC(=O)c1ccc(/C=C/C(=O)c2cccc(N3CCOCC3)c2)cc1,-9.7%,-4.9%
Cc1ccc2[nH]c(=O)c3cc(C(=O)N4CCN(c5ccccc5F)CC4)sc3c2c1,5.1%,-1.6%
CCOC(=O)/C(C#N)=C/c1ccc(Br)s1,-8.2%,-3.4%
COc1cc(NC(=O)Cn2c(=O)n(Cc3ccco3)c(=O)c3oc4ccccc4c32)cc(OC)c1,-10.0%,1.5%
COc1cccc(NC(=O)Cn2c(-c3nonc3N)nc3ccccc32)c1,37.9%[activator],?
O=C(Oc1ccccc1)C1C2CCCC1C2c1ccccc1 (stereo not given),-4.4%,-2.3%
Cc1c(C2=CCN(S(=O)(=O)c3ccc(CC(C)C)cc3)CC2)c2ccccc2n1CC(=O)N1CCCC1,97.2%[activator],7.4%
Cc1cc(NC(=O)C(=O)c2c[nH]c3ccccc23)no1,-0.5%,0.6%
O=C(/C=C/c1ccco1)Nc1ccc2oc(-c3cccc(F)c3)nc2c1,8.7%,-0.6%
C#CCN(C)CCCOc1ccc(Cl)cc1Cl,-4.9%,-5.6%
O=S(=O)(Nc1ccc(-c2ccc(N3CCCCC3)nn2)cc1)c1ccc(OC(F)(F)F)cc1,-0.2%,16.4%
Fc1ccc(Nc2nc3ccccc3n3cnnc23)c(F)c1,-12.3%,?
O=C(Nc1nnc(Cc2ccccc2)s1)c1cc(=O)c2ccccc2o1,-5.4%,2.8%
CCCc1ccc(-c2ccc(C3CCC(CC)CC3)cc2)nc1 (stereo not given),-8.0%,-2.8%
Cc1nn(CC(=O)N2CCN(c3cccc(C(F)(F)F)c3)CC2)c(=O)c2cccn12,-3.3%,3.8%
Cc1c(NC(=O)c2n[nH]c(=O)c3ccccc23)c(=O)n(-c2ccccc2)n1C,2.4%,-7.4%
Cc1ccc(N2C(=O)N(Cc3ncc(-c4ccccc4)o3)C(=O)C2C)cc1 (stereo not given),-6.9%,-10.7%
Cc1oc(-c2ccccc2)nc1C(=O)NCC(c1ccccc1)N(C)C (stereo not given),1.4%,-8.7%
CCN(Cc1ccccc1)C(=O)Cn1ncc2c(=O)oc3ccc(C)cc3c21,-4.0%,8.9%
CCn1cc(C(=O)N(C)c2ccc(C)c(C)c2)c2cc(OC)c(OC)cc2c1=O,-12.0%,-10.7%
O=C(Cn1cc(S(=O)(=O)Cc2ccccc2F)c2ccccc21)NCc1ccccc1Cl,46.6%[activator],?
Cc1ccc(CN(Cc2cccn2-c2nnc(N3CCCC3=O)s2)C(=O)Nc2ccc(F)cc2)cc1,-3.8%,-1.3%
CNC(=O)NC(=O)CNC(c1ccccc1)c1ccccc1,0.7%,5.1%
O=C(NCCCN1CCN(c2ccc(F)cc2)CC1)c1cnn(-c2ccc(F)cc2)c1-n1cccc1,0.4%,0.4%
CC(=O)c1ccc(NC(=S)NCCc2ccc(Cl)cc2)cc1,-2.4%,0.8%
O=S(=O)(NCCCn1ccc2ccccc21)c1cc(F)cc(F)c1,-1.6%,-13.5%
O=C(NCc1ccc(N2CCCC2)nc1)c1ccc(O)c(Cl)c1,-1.4%,-0.5%
COc1ccc(CNC(=O)c2ccc3ccccc3c2)cc1,-10.4%,1.5%
Cc1nc2cc(NC(C)C(=O)Nc3c(F)cccc3F)ccc2o1 (stereo not given),1.9%,-3.9%
Cc1c(C(=O)OC2CCCCCC2)[nH]c2c1C(=O)CC(c1ccccc1)C2 (stereo not given),?,-13.1%
Cc1nn(CN2CCN(S(=O)(=O)c3ccc(C#N)cc3)CC2)c(=O)c2ccccc12,-4.4%,6.0%
Cc1c(CC(=O)O)c(=O)oc2cc(OCc3ccccc3Cl)ccc12,-11.0%,4.5%
Cc1ccc(NC(=O)C(C)SC(c2ccc(F)cc2)c2ccc(F)cc2)c(C)c1 (stereo not given),-0.4%,1.8%
O=C1Cc2cc(S(=O)(=O)N3CCN(c4cccc(Cl)c4)CC3)ccc2N1,33.3%[activator],-10.3%
CN(C)CCNC(=O)C(=O)NCC(c1ccc2c(c1)OCO2)N1CCOCC1 (stereo not given),7.0%,4.8%[57.5 µM]
COc1ccc(C2c3c(n(C)c4ccccc34)C(=O)N2CC(=O)Nc2cccc(Cl)c2)cc1 (stereo not given),-34.7%,48.6%[activator]
COc1ccc(N2CCN(c3oc(/C=C/c4cc(OC)c(OC)c(OC)c4)nc3C#N)CC2)cc1,-6.9%,-5.7%
O=C(NCc1ccc2c(c1)OCO2)c1cccc(S(=O)(=O)N2CCc3ccccc3C2)c1,-1.7%,-3.0%

A portion of the library; the hit share may differ from the screen's.
